HSF1 inhib – HSF1 inhibition; NIH3T3-HGL HSE-luciferase, MG132-induced, luminescence 8 h; active compounds read low; activity change, negative = inhibition, % at 7.5 µM (by protocol); 300,000 compounds, 0.77% hits; AID 2098;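 active = more than half of replicate wells show activity change below -50%, luminescence cut by over half; inconclusive = some wells, but at most half, below -50%; inactive = no replicate well below -50%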;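 also: luciferase reports HSF-1 transcriptional activity via heat shock element; 0% = median of DMSO wells and -100% = zero luminescence signal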
KLF5 inhibitor – inhibitors of KLF5 expression. DLD-1 KLF5 promoter-luciferase reporter, luminescence. inhibition, % at 5 µM. 290,000 compounds, 0.23% hits;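 active = inhibition above a per-plate limit of that plate's mean compound inhibition plus 3 SD, cut at about 60% in these data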;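 also: 0% = DMSO wells and 100% = LY294002 at 200 µM; higher means less KLF5 promoter-driven luciferase light; inactives centre near -14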
GSK3beta inhib – blocks human GSK3beta kinase activity; P49841; GST-GSK3beta kinase, ADP-Glo luminescence, 60 min; active compounds read low; activity score (negative = inhibition), % at 10 µM; 300,000 compounds, 0.038% hits;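 active = more than half of replicate wells score below -50%, meaning over 50% inhibition versus plate controls; inconclusive = some replicates but at most half score below -50%; inactive = no replicate scores below -50%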;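 also: 0% = median DMSO wells and -100% = median GW8510 positive control wells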
Target sequence (P49841 whole entry, looked up): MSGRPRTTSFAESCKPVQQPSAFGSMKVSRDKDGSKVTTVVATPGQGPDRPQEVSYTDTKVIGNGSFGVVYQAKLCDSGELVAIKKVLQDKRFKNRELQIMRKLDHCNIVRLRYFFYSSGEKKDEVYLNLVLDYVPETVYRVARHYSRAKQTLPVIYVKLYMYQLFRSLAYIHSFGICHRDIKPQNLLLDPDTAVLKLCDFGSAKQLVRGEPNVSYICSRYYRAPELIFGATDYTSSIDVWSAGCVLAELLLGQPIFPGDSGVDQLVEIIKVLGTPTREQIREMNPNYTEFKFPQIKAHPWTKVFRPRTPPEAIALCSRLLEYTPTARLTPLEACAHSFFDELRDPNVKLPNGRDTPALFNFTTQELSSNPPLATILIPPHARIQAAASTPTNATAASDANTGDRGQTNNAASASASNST
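Test system: GST-fused GSK3beta enzyme, cell-free | Quantity: 1.6 ng GST-GSK3beta enzyme per well | Reagent: 25 µM ATP with peptide substrate | Schedule: 60 min enzyme reaction, room temperature | Signal: Luminescent ADP-Glo measurement of ADP formed | Read-out basis: Score relative to plate controls | Control set: DMSO and 20 µM GW8510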
aSyn 5UTR inh – 5' untranslated region of α-synuclein, MLPCN primary screen; inhibition, % (tested at 7.5 µM); AID 1813; 300,000 compounds, 0.82% hits; alpha-synuclein 5'UTR reporter, inhibitor activity; in the data active = inhibition above about 60%; inconclusive = no clear call, values can overlap the other calls;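 also: H4 neuroglioblastoma cells stably carrying SNCA 5'UTR luciferase fusion; 0% = DMSO wells and 100% = positive control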
GSK3A inh – inhibitors of human GSK-3 alpha kinase. 320,000 compounds, 0.1% hits. inhibition, % at 10 µM. P49840. AID 2650. ADP-Glo luminescence, 60 min;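 in the data active = inhibition above about 50%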;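 also: GST-tagged GSK-3 alpha with peptide substrate and 25 µM ATP; 0% = DMSO neutral wells and 100% = GW8510 positive control wells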
Target sequence (P49840 whole entry, looked up): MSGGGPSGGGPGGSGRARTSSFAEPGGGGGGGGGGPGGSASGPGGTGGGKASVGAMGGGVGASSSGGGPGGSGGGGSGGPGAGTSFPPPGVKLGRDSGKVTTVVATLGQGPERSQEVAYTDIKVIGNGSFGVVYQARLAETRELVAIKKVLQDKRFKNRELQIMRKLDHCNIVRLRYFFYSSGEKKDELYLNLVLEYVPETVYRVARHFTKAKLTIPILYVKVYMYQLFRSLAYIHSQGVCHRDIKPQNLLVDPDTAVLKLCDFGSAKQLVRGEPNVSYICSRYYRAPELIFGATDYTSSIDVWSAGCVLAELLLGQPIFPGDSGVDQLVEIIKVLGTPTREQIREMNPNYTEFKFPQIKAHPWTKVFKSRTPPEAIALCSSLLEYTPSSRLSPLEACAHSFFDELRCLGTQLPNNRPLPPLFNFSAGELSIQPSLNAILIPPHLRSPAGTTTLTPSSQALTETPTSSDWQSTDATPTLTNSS
Platelet DG rel – modulates dense granule release in human platelets; human platelet-rich plasma, SFLLRN dense granule ATP release, luminescence; inhibition, %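 (compounds screened at 7.5 µM in platelet-rich plasma)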; 300,000 compounds, 0.22% hits; AID 1663;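 active = mean replicate score, as percent of positive control, at or above 50; inconclusive = mean below 50 but at least one replicate at or above 50; inactive = mean and every replicate below 50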
HSP90 inh – HSP90 refolding inhibition in rabbit reticulocyte lysate; AID 1789; 290,000 compounds, 0.91% hits; luciferase refolding luminescence, 3 h; inhibition, % at 5.6 µM;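 active = inhibition above the screen-wide mean plus 3 SD, computed separately per campaign, cut at about 16% in these data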;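 also: 0% = DMSO wells and 100% = 60 µM geldanamycin wells; inhibitors lower the luminescence because luciferase stays unfolded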
IEC-6 tox – counter-screen for KLF5 inhibitors: cytotoxicity in IEC-6 cells; inhibition, % at 5 µM; IEC-6 cytotoxicity, luminescence viability; 290,000 compounds, 0.78% hits; in the data active = inhibition above about 22%;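 also: 0% = plate median of test compound wells and 100% = cytotoxic reference compound wells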
DYRK1A inh – inhibitors of rat Dyrk1A kinase. 310,000 compounds, 0.43% hits. Q63470. inhibition, % at 12.5 µM. ADP-Glo luminescence, NFATc1 peptide; in the data active = inhibition above about 50%;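 also: plate controls were vehicle with enzyme for no effect and no enzyme for full effect; many of its hits are not listed in these tables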
HSF-1 act – increases HSF-1 driven luciferase reporter signal | NIH3T3-HGL HSF-1 luciferase reporter, MG132, 8 h; 100% = twice DMSO control signal | activation, % at 9 µM | 300,000 compounds, 1.7% hits;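 active = mean replicate activation of at least 50% with a set share of replicates each reaching 50%; inconclusive = only one of those two conditions met; inactive = mean below 50% and too few replicates reaching it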;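 also: 0% = median of the neutral control wells and 100% = twice that signal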
* hit, by the source's call; ? = inconclusive; nt = no result given. Not all compounds are listed, so the mix of outcomes need not match the whole.

SMILES	HSF1 inhib	KLF5 inhibitor	GSK3beta inhib	aSyn 5UTR inh	GSK3A inh	Platelet DG rel	HSP90 inh	IEC-6 tox	DYRK1A inh	HSF-1 act
CCCCC(CC)C(=O)Nc1ccc(Cl)cn1 (stereo not drawn)	-1	-42	1	-10	-3	9	0	-8	0	-21
Cc1nc2nc(SCC(=O)NCCN3CCOCC3)nn2c(C)c1Cc1ccccc1	8	-11	2	14	-2	0	3	-2	-1	7
O=C(Nc1ccccc1Cl)c1cc[n+](Cc2ccc([N+](=O)[O-])cc2)cc1	-9	-15	0	3	-1	0	-5	-5	2	2
Cc1ccc2nc(/C(C#N)=C/c3ccc(-c4ccccc4C(=O)O)o3)[nH]c2c1	-1	-29	4	18	3	5	-3	-9	12	-18
CC1=NN(c2cccc(Cl)c2)C(=O)C12CC(C)=C(C)CS2 (stereo not drawn)	12	-18	0	9	-1	-2	1	-4	2	18
O=C(COc1ccc(Cl)cc1Cl)Nc1cccnc1	2	-19	nt	-122	-2	4	2	-4	5	22
N#CCC(=O)NCCCOC(=O)Nc1ccc(Cl)c(Cl)c1	12	-16	-1	-15	-3	-7	-2	-2	14	31
CCOc1ccc(CN2C(=O)CC(=O)N(S(=O)(=O)c3ccc(OCC)cc3)C2=O)cc1	3	2	0	11	-1	-4	-1	-8	-8	-6
CCOc1ccccc1C(=O)NCC(=O)OCCOc1cccc(Cl)c1	9	-14	3	1	-2	-12	-3	4	-1	27
[2H]c1c([2H])c([2H])c(C(=O)c2sc(N3CCCCCC3)nc2-c2ccccc2)c([2H])c1[2H]	8	-41	3	-3	1	0	2	2	5	12
O=S(=O)(c1ccc2c(c1)OCO2)N1CCN(c2nnnn2-c2ccccc2)CC1	0	8	2	10	-2	-3	2	-10	6	-5
CCOc1ccc(C2CC(=O)n3nc(C45CC6CC(CC(C6)C4)C5)nc3S2)cc1OC (stereo not drawn)	-2	-34	0	-4	-7	-5	-1	-2	-2	-8
CCc1ccc(NC(=O)N2CCc3ccccc3C2)cc1	18	-164	2	-68	-2	1	9	1	2	24
CN(CCc1cn[nH]c1)C(=O)CC1C(=O)NCCN1Cc1cccc(Oc2ccccc2)c1 (stereo not drawn)	4	-19	-1	-9	-2	-2	-5	-1	0	14
Cc1nn(C(C)(C)C)c(N)c1-c1ccccc1	-6	-11	2	-1	0	14	-5	-4	0	2
Cc1cccc(-n2cccc2)c1C#N	-1	-6	1	11	-8	2	0	-3	-2	-3
Cc1cc(C)cc(NCc2cc(=O)oc3cc(-c4ccccc4)c(O)cc23)c1	-2	4	-4	25	2	4	2	-5	-1	4
Cc1nn(-c2ccccc2)c(Cl)c1C1C(C#N)=C(N)OC2=C1C(=O)CCC2 (stereo not drawn)	-3	-1	3	6	5	-1	2	5	-4	17
COC(=O)CSc1nnc(-c2ccc(S(=O)(=O)N3CCCC3)cc2)o1	-2	-6	1	-2	0	25	-2	2	1	-2
Cc1ccc2nc(SCC(=O)N3CCC(C)CC3)nc(=O)n2c1	1	nt	1	18	nt	5	nt	nt	-8	4
CN(C)C(=O)c1ccc(NC(=O)COC(=O)C2CCN(S(=O)(=O)c3ccc4c(c3)OCCO4)CC2)cc1	-1	nt	2	3	-1	30	nt	nt	nt	-11
O=C(COC(=O)c1ccc(Br)o1)NCCc1ccccc1	-2	-4	3	-11	-1	-21	2	2	nt	11
C/C(O)=C(\C#N)P(=O)(c1ccccc1)c1ccccc1	1	0	-2	27	-6	-4	-5	3	nt	-2
CC(=O)c1c(C)[nH]c(C(=O)OCC(=O)Nc2cccc(S(=O)(=O)N3CCCC3)c2)c1C	-7	-14	0	-44	1	10	-2	10	18	-9
NC(=O)NCC12CC3CC(CC(C3)C1)C2	-4	-10	4	6	0	2	0	-11	7	-18
COc1ccc(NC(=O)CN(C)S(=O)(=O)c2cccc3nsnc23)cc1	-6	-27	0	13	3	-12	-4	-5	-3	2
CC(=O)N1CCc2cc(S(=O)(=O)NC(C(=O)NC(C)c3ccccc3)C(C)C)ccc21 (stereo not drawn)	1	19	-4	9	-2	1	0	3	3	-3
COc1ccc(CCNc2c([N+](=O)[O-])c(=O)oc3ccccc23)cc1OC	3	0	-4	-3	0	-7	1	9	-6	1
CCOc1ccccc1OCCC(=O)OCC(=O)Nc1c(C)nn(-c2ccccc2)c1C	2	nt	0	10	-2	-2	nt	nt	1	-6
O=C(CCSc1nnc2ccccn12)Nc1ccc2c(c1)OCO2	-5	-2	1	-10	4	-1	-2	5	-3	5
COc1ccc(NC(=O)c2ccc3ncsc3c2)c2ccccc12	3	-51	-1	-17	1	-6	-2	-4	-4	7
COc1ccc(S(=O)(=O)NCC2CCCN(Cc3ccc(C)o3)C2)cc1 (stereo not drawn)	?	-13	1	4	-2	-2	-2	-2	0	-64
Cc1cc(C(=O)Nc2nncs2)oc1C	-3	-59	2	-39	-1	4	-7	-5	-2	4
CCn1c(SC)nnc1C1CCN(CC(=O)Nc2ccccc2N2CCOCC2)CC1	3	-15	-3	11	1	-5	-1	4	6	4
O=C(O)c1cccc(NC(=O)c2cccc(S(=O)(=O)N3CCCCC3)c2)c1	-11	-36	-2	4	-3	-1	11	2	0	1
O=C(NC1CCCCC1)C1CCN(S(=O)(=O)c2cccs2)CC1	-3	-31	3	-2	2	4	1	0	2	-4
Cc1ccc(OCC(=O)Nc2nc(-c3ccccn3)cs2)c(C)c1	-8	nt	1	-7	5	-11	nt	nt	4	14
COc1ccccc1NC(=O)Nc1ccccc1Br	10	-6	0	27	-2	-2	-3	-1	-2	10
CCN(CC(=O)NCc1ccc(Cl)cc1)C(=O)/C=C/c1ccccc1	10	-39	2	26	-2	-2	-2	-3	-3	19
O=S(=O)(Cc1ccccc1)Nc1ccccc1	-1	-4	-3	2	4	-11	-1	-13	-1	-1
CCn1c(=O)c2c(nc(SCc3ccccn3)n2C)n(C)c1=O	-2	-11	0	-1	nt	-10	1	0	-4	28
COc1ccccc1C(=O)NCCc1nc2ccccc2n1C	-4	nt	0	-5	2	4	nt	nt	-4	5
CCC1Oc2ccccc2N(CC(=O)Nc2ccc(OC)cc2OC)C1=O (stereo not drawn)	-3	7	-1	4	-3	3	-3	1	1	1
COc1ccc(C(=O)N/N=C/c2ccc(OC)c(OS(=O)(=O)c3ccccc3)c2)cc1	4	-8	-3	-16	-2	-8	-2	3	11	-7
Cc1ccc(S(=O)(=O)CCC(=O)OCC(=O)c2ccc(F)cc2)cc1	-2	nt	2	-18	-1	-19	nt	nt	-4	-15
COc1ccccc1C(=O)N/N=C(\C)CC(=O)Nc1ccccc1NC(C)=O	3	-23	3	-27	-7	4	-2	-3	3	1
Cc1ccc(C)n1-c1ccc(-c2ccnc(N)n2)cc1	nt	-5	nt	nt	nt	nt	6	-7	-2	nt
CC1CCN(C(=O)CCNS(=O)(=O)c2ccccc2)CC1	12	-39	-1	-55	-3	4	0	-3	-20	23
CCOC(=O)c1[nH]c(C(=O)O)c(CCN(CC)CC)c1C	-1	-12	0	29	-1	-1	-1	0	nt	3
CCc1nccn1-c1cc(C(C)(C)C)nc2c(-c3ccc(Cl)cc3)cnn12	5	-12	1	-43	1	16	-6	2	-4	5

More compounds.
SMILES	HSF1 inhib	KLF5 inhibitor	GSK3beta inhib	aSyn 5UTR inh	GSK3A inh	Platelet DG rel	HSP90 inh	IEC-6 tox	DYRK1A inh	HSF-1 act
CCOC(=O)C1(Cc2ccccc2C)CCCN(S(C)(=O)=O)C1 (stereo not drawn)	-6	11	-2	10	9	-9	3	-2	-2	3
CCOc1cccc(/C=N/NC(=O)c2cc(C3CC3)[nH]n2)c1O	-2	52	2	0	-2	6	-4	11	29	11
c1nnnn1C12CC3CC(CC(C3)C1)C2	-8	-24	-3	-4	-1	1	-2	1	8	-6
CN(C)CCCN(C(=O)COc1ccc(Cl)cc1)c1nc2cc3c(cc2s1)OCO3	-13	-15	-1	50	0	19	1	-4	3	-13
CCCCOc1ccc(CSC(=N)N)cc1Cl	-8	-34	-3	-43	2	-13	4	-2	0	-3
O=C(O)c1cc(-c2ccc(Cl)cc2)n(-c2cccc(Cl)c2)n1	-8	-33	4	5	-2	3	-3	3	nt	1
CN1C(=O)C(C)(C)c2cc(S(=O)(=O)NCC(=O)NCc3ccccc3)ccc21	-2	-26	0	-1	-5	1	-1	3	3	3
CCCCc1ccc(Nc2nc(N3CCOCC3)nc(N3CCOCC3)n2)cc1	-5	-13	1	-4	-1	?	-1	3	-2	-2
COc1ccc(N=Nc2c(C)n[nH]c2C)cc1	9	-43	0	-50	7	7	1	4	52*	26
CN1CCN(C(=O)c2ccc3c(c2)NC(=O)C(N2CCOCC2)S3)CC1 (stereo not drawn)	-7	-32	-4	16	2	0	-3	-1	13	8
CN(C)S(=O)(=O)c1ccc(C(=O)OCc2ccc(C#N)cc2)cc1	8	-9	3	-4	1	-2	0	2	0	0
CC(C)C[C@H](NC(=O)OC(C)(C)C)c1n[nH]c(=S)n1N	0	-13	3	19	0	0	-2	-3	-6	25
CS(=O)(=O)N(Cc1nnc(-c2cccs2)o1)c1ccc(Cl)cc1F	15	-49	-2	15	-1	-3	6	0	13	-1
CC(C)CN1CCC(Oc2cccc(C(=O)NCCc3ccccc3)c2)CC1	7	-46	-2	-50	-1	5	-3	3	-5	4
CN1C(=O)C(O)(C2COC(C)(C)CC2=O)c2cc(Br)ccc21 (stereo not drawn)	-3	-21	0	-6	-2	-4	6	18	4	-19
O=C(N/N=C/c1ccc[nH]1)c1cccc(Br)c1	-3	-10	-1	-37	-1	1	-1	-4	1	8
COCCNC(=O)c1ccc(CS(=O)(=O)c2ccc(OC)cc2)o1	-8	-6	1	-15	-3	-5	2	8	13	0
N#CC1CC(c2ccccc2)Nc2cc(Cl)ccc2N1 (stereo not drawn)	20	-64	-3	-331	0	14	6	40*	31	42
CNC(=S)N1CCc2cc(OC)c(OC)cc2C1COc1ccc(F)cc1 (stereo not drawn)	16	-11	-3	24	3	-1	3	-6	11	32
COC(=O)c1sc(NC(=O)C2c3ccccc3Oc3ccccc32)c(C(=O)OC)c1C	3	-7	3	24	-2	2	-4	-2	3	28
Cc1nn(C)c(C)c1CN(C)S(=O)(=O)c1ccc(F)cc1	-5	-28	1	-1	1	1	2	-4	-4	-8
O=C(Nc1cc2c(cc1Cl)OCCCO2)c1ccc(F)cc1	19	-118	4	-90	-2	-16	2	-1	9	40
O=C(c1ccccc1Br)N1CCCC(c2nc(-c3cccs3)no2)C1 (stereo not drawn)	11	-52	-3	-63	-1	-4	-5	-3	13	14
CCCCn1c(N)c(N(CC(C)C)C(=O)c2ccncc2)c(=O)[nH]c1=O	0	nt	1	19	0	-4	nt	nt	13	12

Screens: PubChem BioAssay, several laboratories
